Source: PubChem
Rad51 HR inh = human RAD51 strand exchange inhibitors, primary screen, biochemical, fluorescence; DNA repair protein RAD51 homolog 1 (Homo sapiens), Q06609; hRad51 DNA strand exchange, fluorescence dequenching; inhibition, % at 10 µM; hit rate 0.085% among 200,000;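 active = inhibition above 40% at the single screening dose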;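 note: 0% = DMSO control wells and 100% = blanks with heterologous ssDNA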
Target sequence (Q06609 whole entry, looked up): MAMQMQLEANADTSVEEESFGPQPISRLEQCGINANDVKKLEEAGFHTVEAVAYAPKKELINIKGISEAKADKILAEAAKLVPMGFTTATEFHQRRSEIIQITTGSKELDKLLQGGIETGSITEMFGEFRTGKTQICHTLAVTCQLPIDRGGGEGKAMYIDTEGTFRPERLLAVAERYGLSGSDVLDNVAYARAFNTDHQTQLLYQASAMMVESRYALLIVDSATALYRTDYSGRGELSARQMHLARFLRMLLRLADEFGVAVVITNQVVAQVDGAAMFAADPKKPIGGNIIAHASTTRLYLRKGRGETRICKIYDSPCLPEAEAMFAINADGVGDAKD
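System: human Rad51 nucleoprotein filaments preassembled on unlabelled ssDNA. Reagent: labelled 47-mer dsDNA for strand exchange. Schedule: 30-min compound preincubation and 15-min exchange, both room temperature. Measured by: FRET fluorescence dequenching, excitation 485 nm, emission 520 nm. Read-out: Fluorescence-based percent inhibition, control- and blank-normalised. Benchmarks: plate controls and plate blanks.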
zVAD death inh = inhibitors of zVAD-triggered necroptosis, primary screen, L929 cells | viability rescue, % at 10 µM | L929 zVAD necroptosis rescue, ATP luminescence, 24 h; with zVAD 60 µM | hit rate 0.38% among 220,000;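 active = activation, scaled between plate controls, above about 75%, limit read from the data; inactive = activation under that limit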;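 note: 0% = zVAD with DMSO and 100% = DMSO alone without zVAD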
TNF necrop inh = inhibitors of TNF-alpha triggered necroptosis, primary screen, cell-based, Jurkat FADD-/-, single concentration; Jurkat FADD-/- TNF necroptosis rescue, ATP luminescence, 24 h; 0 = TNF only, 100 = no-TNF cells; activation (protection from cell death), % at 10 µM; hit rate 0.068% among 220,000; AID 463075, 2010;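 active = activation, meaning protection from cell death, of at least 50% relative to plate controls; inactive = activation below 50%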;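 note: necroptosis triggered by 40 ng/mL TNF-alpha added together with compound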
KCC2 mod = KCC2 cotransporter modulators, thallium flux, primary screen, cell-based, HEK293 KCC2, FluoZin-2 fluorescence, MLSMR; B-score of Tl+ flux slope (higher = more flux/activation; lower = inhibition) at 10 µM; KCC2 cells, thallium flux FluoZin-2 fluorescence; hit rate 2.2% among 190,000; AID 1456, 2008;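 active = thallium flux slope and its plate-corrected score both differing from the plate sample mean at a set confidence after two filtering rounds, in either direction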;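 note: slope of fluorescence scaled to starting intensity during 10 to 20 s after thallium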
Thrombin inh = human alpha-thrombin inhibitors, primary screen, counter-screen for coagulation protease inhibitor project, biochemical, 1536-well, fluorogenic AMC substrate. inhibition, % at 5 µM. hit rate 0.26% among 220,000. Boc-VPR-AMC fluorogenic substrate cleavage;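 active = inhibition at or above 40%; inactive = inhibition below 40%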;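 note: 0% = enzyme with no compound and 100% = wells without enzyme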
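Assay system: human alpha-thrombin enzyme. Reagent: Boc-VPR-AMC substrate, 15 µM final. Compound dosing: one concentration per compound, 5 µM, with 0.2% DMSO. Incubation: room-temperature reaction. Technique: AMC fluorescence, 355/460 nm. Measure: % inhibition relative to enzyme controls and enzyme-free blanks.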
FXIIa inh = human FXIIa protease inhibitors, primary screen, biochemical, 1536-well | purified FXIIa, Boc-QGR-AMC fluorogenic substrate, 2 h | inhibition, % at 5 µM | hit rate 0.3% among 220,000 | Coagulation factor XII (Homo sapiens), P00748; in the data active = inhibition above about 40%;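 note: 0% = enzyme with no compound and 100% = blank without enzyme; many of its hits are not listed in these tables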
FXIa inh 1536 = human FXIa protease inhibitors, primary screen, biochemical, 1536-well. Coagulation factor XI (Homo sapiens), P03951. purified FXIa, Boc-Glu-Ala-Arg-AMC fluorogenic substrate. inhibition, % at 5 µM. hit rate 0.14% among 220,000. AID 798, 2007;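 active = inhibition of at least 40%; inactive = inhibition below 40%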;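 note: fluorescence of freed AMC excited at 355 nm; 0% = enzyme without compound and 100% = no enzyme blank; many of its hits are not listed in these tables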
Hck-Nef inh = inhibitors of Nef-activated human Hck kinase, primary screen, biochemical, Z-Lyte FRET, 384-well, Hck-YEEI; inhibition, % at 20 µM; hit rate 0.68% among 220,000; Recombinant Hck-YEEI plus Nef, Z-Lyte FRET kinase assay; AID 463187, 2010;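 active = Hck-Nef kinase inhibition above about 50%, limit read from the data; inactive = inhibition below that limit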;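 note: 0% = DMSO with Hck plus Nef and 100% = Hck alone without Nef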
Target sequence (P08631 whole entry, looked up): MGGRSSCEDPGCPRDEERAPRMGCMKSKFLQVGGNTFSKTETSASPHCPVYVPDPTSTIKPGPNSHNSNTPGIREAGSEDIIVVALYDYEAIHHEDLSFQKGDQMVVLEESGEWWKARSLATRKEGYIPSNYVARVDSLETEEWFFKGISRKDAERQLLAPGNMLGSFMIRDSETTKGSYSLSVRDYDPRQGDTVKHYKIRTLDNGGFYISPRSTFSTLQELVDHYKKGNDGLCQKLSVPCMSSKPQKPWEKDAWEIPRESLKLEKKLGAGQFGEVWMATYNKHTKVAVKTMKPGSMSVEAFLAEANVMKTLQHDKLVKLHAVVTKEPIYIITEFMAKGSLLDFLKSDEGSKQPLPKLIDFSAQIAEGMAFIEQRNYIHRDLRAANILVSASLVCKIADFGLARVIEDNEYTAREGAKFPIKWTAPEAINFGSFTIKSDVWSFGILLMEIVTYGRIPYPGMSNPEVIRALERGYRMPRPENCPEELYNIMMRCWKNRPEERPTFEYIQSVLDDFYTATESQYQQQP
hK5 inh = human KLK5 protease inhibitors, primary screen, biochemical, 1536-well; recombinant hK5, fluorogenic AMC substrate cleavage; inhibition, % at 5 µM; hit rate 0.59% among 210,000;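 active = inhibition of 40% or more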;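 note: 0% = enzyme controls without compound and 100% = no-enzyme blanks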
Target sequence (Q9Y337 67-293 limits assumed): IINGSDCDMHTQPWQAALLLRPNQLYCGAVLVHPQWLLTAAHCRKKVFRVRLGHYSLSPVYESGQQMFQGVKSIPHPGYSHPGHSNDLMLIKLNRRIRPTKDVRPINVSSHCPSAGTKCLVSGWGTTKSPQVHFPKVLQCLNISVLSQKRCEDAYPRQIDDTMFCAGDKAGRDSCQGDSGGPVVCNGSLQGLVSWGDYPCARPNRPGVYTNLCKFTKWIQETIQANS
* = called active by the depositor; / = no result given. These rows are one share of the data, so the mix of outcomes need not match the whole.

SMILES | Rad51 HR inh | zVAD death inh | TNF necrop inh | KCC2 mod | Thrombin inh | FXIIa inh | FXIa inh 1536 | Hck-Nef inh | hK5 inh
COc1cc(CNCc2ccccn2)ccc1OCC(=O)NC(C)(C)C | -4 | 0.1 | 1.9 | -0.25 | 18 | 8 | -4 | 1 | 14
O=C(Nc1ccc(Cl)c(S(=O)(=O)N2CCOCC2)c1)c1ccccn1 | 10 | 0.4 | 1.0 | 1.4 | -2 | 5 | -3 | -2 | -3
N#Cc1cn(Cc2ccccc2)c(=O)[nH]c1=O | 5 | -1.1 | -0.7 | -1.1 | -4 | 8 | -4 | -3 | -3
CC(C)CCN1CCN(Cc2ccc(C#CC(C)(C)O)s2)CC1CCO (stereo not drawn) | -6 | -1.5 | 0.8 | 0.68 | 6 | 30 | 30 | 28 | 33
Cc1cccc(-n2nnc3c(=O)n(Cc4ccccn4)cnc32)c1 | 3 | 1.5 | -0.3 | 0.19 | 0 | 8 | -5 | -6 | -8
CSc1ccc(Cl)c(C(=O)Nc2ccc(Cl)cn2)c1 | 0 | 4.1 | -2.7 | 0.21 | -15 | 6 | -6 | 17 | -5
CCN(CC(=O)Nc1ccc(C(C)=O)cc1)CC(=O)Nc1ccccc1C(F)(F)F | / | 0.6 | 2.9 | / | -2 | 9 | 3 | 7 | 3
COc1cc(NC(=O)C2CC(=O)NC3=C2C(=O)CC(C)(C)C3)c(OC)cc1Cl (stereo not drawn) | -4 | 0.0 | 1.1 | -0.81 | 0 | 16 | -2 | 1 | -14
Cc1cc(C(=O)N/N=C(\CCC(=O)O)c2cccs2)c2ccccc2n1 | -6 | 0.8 | 2.4 | -0.12 | / | -1 | -1 | 10 | -7
Cn1c(NC(=O)C2c3ccccc3Oc3ccccc32)cc(=O)n(C)c1=O | 2 | 0.6 | -2.1 | / | -6 | 8 | -3 | 3 | 14
CC1CC(C)CN(C(=O)c2ccc(CNc3c(N4CCCC4)c(=O)c3=O)cc2)C1 (stereo not drawn) | 13 | 0.7 | 0.5 | 0.33 | -5 | 3 | -3 | 14 | -1
CC(NC(=O)COC(=O)C1=COCCO1)C12CC3CC(CC(C3)C1)C2 (stereo not drawn) | 0 | -0.1 | -0.1 | 0.027 | 15 | 30 | 12 | -3 | 21
O=C(c1ccc2c(c1)OCO2)N1CCC2(CC1)Oc1ccc(Cl)cc1C(=O)C21CC(c2ccccc2)=NO1 (stereo not drawn) | 4 | -0.7 | 1.5 | 1.7 | -4 | 7 | 1 | 16 | 5
COc1cccc(/C=N/Nc2nn3cnnc3c3ccccc23)c1 | 7 | -0.7 | -13 | -2.1 | -5 | 3 | -6 | 25 | -11
CCCCSc1nnc2c(n1)OC=Nc1ccccc1-2 | 1 | 0.9 | 2.9 | -1.1 | 0 | 7 | 0 | 21 | 0
Cc1ccc(CSc2ncnc3c2cnn3-c2ccccc2)cc1 | 4 | 0.6 | 1.7 | 1.1 | -5 | 2 | 6 | 5 | -4
O=C(Cc1ccccc1)N[C@@H](Cc1ccccc1)c1nc2ccccc2[nH]1 | 3 | 0.4 | 0.1 | 1.5 | 1 | 17 | 1 | 1 | -6
CC(=O)c1c(C)[nH]c(C(=O)N(CCc2ccccc2)Cc2ccccc2)c1C | 25 | -0.4 | 0.0 | -1.2 | -5 | 10 | 2 | 26 | 9
O=S(=O)(Nc1cccc(-c2nnco2)c1)c1ccc(F)cc1F | -4 | 0.5 | 0.3 | 0.064 | -1 | 13 | 3 | 4 | -1
CCOc1cccc(CN2CCN(Cc3ccc(C)o3)C(CCO)C2)c1O (stereo not drawn) | 9 | -0.8 | 0.7 | 0.9 | -9 | 6 | 0 | 11 | -2
C=CCn1c(SCC(=O)Nc2nnc(C)s2)nnc1-c1cccnc1 | 8 | 0.8 | -0.1 | / | -3 | 11 | 2 | 19 | 8
COCC(C)n1c(C)cc(C(=O)COC(=O)C2=NN(c3ccccc3)C(=O)CC2)c1C (stereo not drawn) | 12 | 1.2 | 0.3 | -0.017 | -5 | 6 | 7 | 16 | -2
COc1ccc2oc(C(=O)C3CC3)c(N)c2c1 | 30 | 0.4 | -4.0 | -1.7 | 3 | -9 | -3 | 3 | -22
C[C@@H]1CN(Cc2nc(-c3cccs3)no2)C[C@H](C)O1 | 0 | -0.8 | 0.7 | 0.59 | -5 | 15 | 3 | -6 | 16
O=C(NC(=S)Nc1nc2c(s1)CCCC2)c1ccccc1 | / | 0.0 | 0.5 | 11* | 1 | 14 | 7 | 1 | -3
Cc1ccc(NC(=O)c2nnn(-c3cc(C)cc(C)c3)c2N)cc1 | 6 | 0.3 | 0.6 | -1.1 | -3 | 4 | -2 | 1 | -7
CCOc1ccc(N(C(C)C(=O)Nc2ccc(OC)cc2)S(C)(=O)=O)cc1 (stereo not drawn) | 1 | 0.2 | -3.1 | -5* | 3 | -5 | -7 | 1 | -32
Nn1c(SCC(=O)NC(=O)NCc2ccco2)nnc1-c1ccc(OC(F)F)cc1 | / | 0.0 | -0.7 | 0.2 | -2 | 11 | -1 | 5 | -1
Cc1ccc(S(=O)(=O)N2CCN(CC(=O)N/N=C/c3ccc(C)o3)CC2)cc1 | -1 | 0.7 | 2.0 | 0.57 | -3 | 9 | 1 | 1 | -1
CCN(CC)c1ccc(/C=N/NS(=O)(=O)c2cccc([N+](=O)[O-])c2)cc1 | 10 | 0.1 | 2.0 | -1.2 | -14 | 52* | 28 | 0 | -10
COc1ccc(C2CC(=O)c3sc(NC(C)=O)nc3C2)cc1 (stereo not drawn) | / | / | -0.6 | 0.98 | 0 | 6 | 4 | 5 | -7
Fc1ccc(-c2cc(C(F)(F)F)nc(NCc3cccs3)n2)cc1 | 25 | 0.1 | 1.1 | -0.35 | -3 | 8 | -2 | 1 | -14
Oc1c(C(c2cccc(F)c2)N2CCN(Cc3ccccc3)CC2)sc2ncnn12 (stereo not drawn) | -5 | 6.0 | 0.6 | -1.8 | 11 | 7 | -4 | 7 | -5
CC(OC(=O)c1snc(C(=O)NC2CCCCC2)c1N)C(=O)NC(C)(C)C (stereo not drawn) | -6 | 0.6 | -6.3 | -0.13 | -1 | 14 | 10 | 8 | -5
O=C(Nc1ccc(F)cc1)c1ccc2nsnc2c1 | -1 | -0.1 | -0.7 | 0.083 | 5 | 17 | 3 | 14 | 7
Cc1c(C(=O)O)nnn1-c1ccccc1 | 8 | -0.5 | -2.1 | 0.18 | 1 | 13 | -1 | 2 | -6
COc1ccc(C(CC(=O)O)NC(=O)c2ccco2)cc1OC (stereo not drawn) | 6 | 0.1 | -3.2 | 1.7 | -2 | 9 | -3 | 2 | -20
CC1(C)Cc2noc(N)c2C(C)(C)N1OC(=O)c1ccco1 | -1 | 0.0 | -1.4 | / | -4 | 4 | -1 | 1 | -1
COc1ccc(S(=O)(=O)N2CCCC2C(=O)Nn2cnnc2)cc1 (stereo not drawn) | 1 | 1.0 | 0.5 | / | -4 | 43* | 22 | 0 | -5
CCc1cc2cc3c(cc2nc1SCC(=O)Nc1nnc(C)s1)OCCO3 | 3 | -0.1 | -3.5 | / | 4 | 3 | -9 | 2 | -27
COC(=O)c1c(C)oc(C)c1S(=O)(=O)N(C)C1CCCCC1 | 3 | -0.5 | -1.2 | -0.028 | -1 | 10 | 6 | 16 | 4
CC(=O)N1N=C2/C(=C/c3ccccc3)CCCC2C1c1ccccc1 (stereo not drawn) | -18 | -1.2 | 0.0 | -1.6 | -1 | 1 | -4 | 16 | -3
COc1cc([N+](=O)[O-])ccc1-c1ccc(C(=O)Nc2ccc(NC(C)=O)cc2)o1 | -1 | 1.2 | -0.5 | 0.0064 | -8 | 4 | -1 | 38 | -6
CCOC(=O)C1CCN(Cc2ccc(O)c(OC)c2)CC1 | 1 | -0.6 | -5.4 | -0.15 | -5 | 15 | -1 | 0 | 14
Cc1ccccc1CNC(=O)c1ccc(CSCc2ccccc2)cc1 | 8 | 1.0 | -1.3 | / | -6 | 15 | 2 | 1 | -8
CCOC(=O)c1ccc(NC(=O)N2CCN(S(C)(=O)=O)CC2)cc1 | / | -0.1 | -0.9 | / | 2 | 10 | 5 | 0 | 3
O=C(Cc1ccccc1)c1c[nH]c(C(=O)NCCCn2ccnc2)c1 | 11 | -0.4 | 0.5 | 0.5 | -11 | 5 | -4 | 16 | -9
O=C1Nc2ccc(Br)cc2/C1=C/C(=O)c1ccc2c(c1)OCO2 | 5 | 4.3 | -25 | 0.2 | -2 | 10 | 2 | 29 | 3
CN(C)S(=O)(=O)c1ccc(/C(O)=C2/C(=O)C(=O)N(Cc3cccnc3)C2c2ccco2)cc1 (stereo not drawn) | -8 | 0.1 | -1.0 | -0.05 | 0 | 14 | 6 | 2 | -14
O=C(NCC12CC3CC(CC(C3)C1)C2)c1nn2cccnc2c1Cl | / | 0.0 | 0.4 | 1.5 | 2 | -2 | 2 | 5 | -1

Additional results follow:
SMILES | Rad51 HR inh | zVAD death inh | TNF necrop inh | KCC2 mod | Thrombin inh | FXIIa inh | FXIa inh 1536 | Hck-Nef inh | hK5 inh
COc1ccccc1-n1c(C)nnc1SCC(=O)NCc1ccccc1 | -8 | -0.2 | -1.2 | -0.027 | -1 | 0 | -7 | -5 | -6
COc1ccc(-c2nnn(CC(=O)N3CCOCC3)n2)cc1 | 2 | 0.3 | -0.4 | / | -7 | 1 | -7 | 3 | 0
COc1cc(-c2nc(N)n[nH]2)cc(OC)c1OC | 3 | 0.4 | -0.2 | / | 3 | 3 | 6 | 1 | 4
Cc1cc(=O)n(-c2ccc(C(=O)O)cc2)[nH]1 | 3 | 4.6 | -0.6 | -0.69 | -4 | 16 | -2 | 20 | 2

For reference, 2 of the compounds above.
SMILES | Rad51 HR inh | zVAD death inh | TNF necrop inh | KCC2 mod | Thrombin inh | FXIIa inh | FXIa inh 1536 | Hck-Nef inh | hK5 inh
O=C(NCC12CC3CC(CC(C3)C1)C2)c1nn2cccnc2c1Cl | / | 0.0 | 0.4 | 1.5 | 2 | -2 | 2 | 5 | -1
COc1ccccc1-n1c(C)nnc1SCC(=O)NCc1ccccc1 | -8 | -0.2 | -1.2 | -0.027 | -1 | 0 | -7 | -5 | -6

Three entries already listed, arranged by count of non-hydrogen atoms, smallest number first.
SMILES | Rad51 HR inh | zVAD death inh | TNF necrop inh | KCC2 mod | Thrombin inh | FXIIa inh | FXIa inh 1536 | Hck-Nef inh | hK5 inh
Cc1cc(=O)n(-c2ccc(C(=O)O)cc2)[nH]1 | 3 | 4.6 | -0.6 | -0.69 | -4 | 16 | -2 | 20 | 2
COc1ccc(-c2nnn(CC(=O)N3CCOCC3)n2)cc1 | 2 | 0.3 | -0.4 | / | -7 | 1 | -7 | 3 | 0
CN(C)S(=O)(=O)c1ccc(/C(O)=C2/C(=O)C(=O)N(Cc3cccnc3)C2c2ccco2)cc1 (stereo not drawn) | -8 | 0.1 | -1.0 | -0.05 | 0 | 14 | 6 | 2 | -14
